Source: PubChem BioAssay (National Center for Advancing Translational Sciences (NCATS))
EPAC2 agonist = qHTS for Agonist of cAMP-regulated guanine nucleotide exchange factor 4 (EPAC2): primary screen; actives 0.079% (n = 360,000); Rap guanine nucleotide exchange factor 4 (Homo sapiens), Q8WZA2; Potency, µM (series often up to 154 µM), without a hit: at the highest dose activation, actives largely listed as activators; EPAC2 activation, biochemical qHTS; response scale: 100% = 6.5 mM cAMP response; also: potency is read from the fitted curve at half-maximal effect; nearly all actives have a fitted effect of over 50% in size
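Setup: EPAC2 100 nM, labeled Rap1B complex 250 nM, free GDP 50 uM. Compound titrations pinned in, brief spin, 5 min room temperature incubation. Kinetic fluorescence read over 30 min, normalized to 6.5 mM cAMP.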
DRD3 antagonist = qHTS of D3 Dopamine Receptor Antagonist: qHTS | AID 652054, 2013 | D(3) dopamine receptor (Homo sapiens), P35462 | D3R cells, DiscoveRx beta-arrestin luminescence, antagonist mode; active compounds read low | actives 2.5% (n = 360,000) | max response, negative = inhibition, %; in the data active = max response below about -50%; inconclusive = no clear call, values can overlap the other calls; also: % is scaled to controls: 0 for no effect and ±100 for the full control effect; mostly tested at two doses, the higher about 12 µM
Target sequence (P35462 whole entry, looked up): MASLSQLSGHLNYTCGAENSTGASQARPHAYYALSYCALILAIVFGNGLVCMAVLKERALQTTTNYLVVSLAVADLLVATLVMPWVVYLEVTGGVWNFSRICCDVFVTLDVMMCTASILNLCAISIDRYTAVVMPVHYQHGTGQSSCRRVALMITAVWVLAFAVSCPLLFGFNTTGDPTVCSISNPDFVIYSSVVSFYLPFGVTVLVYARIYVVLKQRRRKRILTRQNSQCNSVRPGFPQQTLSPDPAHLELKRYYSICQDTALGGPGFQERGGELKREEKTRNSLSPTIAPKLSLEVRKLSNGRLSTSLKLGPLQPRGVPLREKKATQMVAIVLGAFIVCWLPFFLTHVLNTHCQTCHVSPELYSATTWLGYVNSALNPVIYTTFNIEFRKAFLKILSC
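Cells plated overnight at 1500 cells/well, then exposed to library compounds with dopamine controls for 90 minutes at 37 degrees C. DiscoveRx reagent added for 30–60 minutes at room temperature; luminescence read, quantitative HTS format.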
PTHR1 agonist = qHTS for PTHR1 Agonists: Primary Screen; Parathyroid hormone/parathyroid hormone-related peptide receptor (Homo sapiens), Q03431; HEK293 GP2 PTHR1 cells, GloSensor cAMP luminescence, 1 h; Potency, µM (series often up to 115 µM), for the others: top-dose activation, most hits filed as activators; actives 0.075% (n = 410,000); also: potency is read from the fitted curve at half-maximal effect; nearly all actives have a fitted effect of over 55% in size; some results filed as inactive show a strong effect at the top dose; inactives centre near -15; many of its hits are not listed in these tables
Target sequence (Q03431 whole entry, looked up): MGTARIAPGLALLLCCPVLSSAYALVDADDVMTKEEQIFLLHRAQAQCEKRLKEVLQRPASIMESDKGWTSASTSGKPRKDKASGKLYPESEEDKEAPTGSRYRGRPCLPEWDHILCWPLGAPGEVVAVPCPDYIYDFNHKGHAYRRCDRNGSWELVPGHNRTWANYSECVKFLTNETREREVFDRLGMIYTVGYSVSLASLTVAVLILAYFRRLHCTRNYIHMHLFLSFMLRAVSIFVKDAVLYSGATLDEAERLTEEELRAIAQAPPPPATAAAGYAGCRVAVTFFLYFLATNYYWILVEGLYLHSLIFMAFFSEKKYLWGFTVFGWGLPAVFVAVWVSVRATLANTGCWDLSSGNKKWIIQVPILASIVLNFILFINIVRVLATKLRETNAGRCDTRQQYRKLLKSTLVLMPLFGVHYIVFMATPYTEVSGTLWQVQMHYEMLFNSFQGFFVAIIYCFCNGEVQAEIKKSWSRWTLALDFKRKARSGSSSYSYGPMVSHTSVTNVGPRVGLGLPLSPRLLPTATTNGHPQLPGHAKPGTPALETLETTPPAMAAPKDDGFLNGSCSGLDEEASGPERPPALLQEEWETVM
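HEK-293-derived GP2 cells expressing PTHR1 and a GloSensor cAMP reporter, 3,000/well, plated overnight, given luciferin plus IBMX (each 0.5 mM as added) for 1 h at 37 °C, then compound for 1 h at 37 °C. Luminescence was read after 15 min at room temperature.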
MmCpn inh = Inhibitors of TCP-1 ring complex (TRiC) of Methanococcus maripaludis (MmCpn): qHTS | AID 504842, 2011 | Potency, µM (series often up to 76.9 µM), without a hit: at the top dose activity, negative = inhibition, hits mostly inhibitors | Chaperonin Mm-Cpn (Methanococcus maripaludis) | purified Mm-Cpn ATPase, ADP Transcreener TR-FRET | actives 0.031% (n = 330,000); also: potency is read from the fitted curve at half-maximal effect; % is scaled to controls: 0 for no effect and ±100 for the full control effect; nearly all actives have a fitted effect of over 80% in size
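TR-FRET (320 nm excitation; 590 and 665 nm emission) reports ADP made from 10 uM ATP by 25 nM enzyme; compounds were preincubated 10 min, reaction run 30 min, both at 37°C.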
Akt phos inh = HTS Assay for Inhibitors of Akt Phophorylation: Primary Screen | Neuro2A IGF-stimulated pAkt S473 HTRF, 20 min; active compounds read low | activity change, % for hits at 50 µM | actives 0.32% (n = 360,000) | AID 651550, 2012; in the data active = activity change below about -80%; inconclusive = mostly about -51% to -80%; also: % is scaled to controls: 0 for no effect and ±100 for the full control effect
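Neuro2A cells in DMEM with 0.5% FBS, overnight at 37 deg C, given compound at single 50 µM final, then IGF (6 nM final) for 20 min at 37 deg C. Lysed; phospho-Akt Ser473 by HTRF after 24 h, 665/615 ratio.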
D3 ag = qHTS of D3 Dopamine Receptor Agonist: qHTS. AID 652048, 2013. actives 0.58% (n = 410,000). D3R DiscoveRx beta-arrestin cells, luminescence, 90 min. D(3) dopamine receptor (Homo sapiens), P35462. max activation, %; in the data active = max activation above about 30%; also: 0% is about no effect; mostly tested at two doses, the higher about 12 µM
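Agonist-mode cell screen: cells plated at 1500/well and incubated overnight at 37 °C, then exposed to library compounds for 90 min at 37 °C. Detection reagent was added for 30–60 min at room temperature, and luminescence was read.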
CCT chaperon mod = High-Throughput Screening for Modulators of Cytosolic Chaperonin Activity. purified chaperonin ATPase assay, HTRF ADP detection, 30 min. activity change, % (test concentration not listed), hits read low. actives 0.3% (n = 360,000). AID 651819, 2012; in the data active = activity change below about -30%; also: % is scaled to controls: 0 for no effect and ±100 for the full control effect
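Nucleotide hydrolysis assay: TRiC at 20–40 nM final (set by batch activity) with 10 uM ATP, 30 min at 37 °C, in presence of 76 uM compound. Detection by competitive ADP HTRF, 30 min ambient.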
EPAC2 antagonist = qHTS for Antagonist of cAMP-regulated guanine nucleotide exchange factor 2 (EPAC2): primary screen; EPAC2 GEF exchange of Rap1B-BODIPY-GDP, fluorescence; Potency, µM (titrated, usually from 114 µM), without a hit: at the highest dose activity, negative = inhibition, most hits filed as inhibitors; actives 0.18% (n = 360,000); also: potency is read from the fitted curve at half-maximal effect; % is scaled to controls: 0 for no effect and ±100 for the full control effect; nearly all actives have a fitted effect of over 45% in size; many of its hits are not listed in these tables
* hit, by the source's call; i = inactive; ? = inconclusive; . = no result given; & = joins results of further samples; [ ] = another dose, or the depositor's remark. Unless noted, calls follow the shape of the dose curve; as a rule, active = well fitted curve in the direction sought with a large enough effect; inconclusive = small, poorly fitted or top-dose-only effect, or another doubt; inactive = no such curve, though single readings can be large; an effect the other way counts as inactive or inconclusive.

Start of the listing, in advance (4 entries):
SMILES	EPAC2 agonist	DRD3 antagonist	PTHR1 agonist	MmCpn inh	Akt phos inh	D3 ag	CCT chaperon mod	EPAC2 antagonist
CCC(=O)c1ccc(OCC(=O)OCC(=O)c2cc(C)n(C)c2C)cc1	2.2%	8.3	0.3%	-1.5%	i	8.4	-2.0	-1.1%
Cc1ccc(-c2cc(C(=O)Nc3cccnc3)c3ccccc3n2)s1	12.6%	18.1	i	-10.2%	i	-2.4	-0.8	-9.4%
CCOC(=O)c1c(C)nc2sc3c(=O)n(-c4ccc(OC)cc4)nnc3c2c1-c1ccc(OC)cc1	3.9%	38.6	-5.2%[57.5 µM]	-1.6%	i	24.0	0.6	7.7%
COc1ccc(/C(CC2(O)C(=O)Nc3ccccc32)=N\O)cc1 (centres undefined)	0.3%	14.5	i	0.9%	i	-1.1	0.0	9.9%

All compounds of this part, previewed entries included:
SMILES	EPAC2 agonist	DRD3 antagonist	PTHR1 agonist	MmCpn inh	Akt phos inh	D3 ag	CCT chaperon mod	EPAC2 antagonist
CCC(=O)c1ccc(OCC(=O)OCC(=O)c2cc(C)n(C)c2C)cc1	2.2%	8.3	0.3%	-1.5%	i	8.4	-2.0	-1.1%
Cc1ccc(-c2cc(C(=O)Nc3cccnc3)c3ccccc3n2)s1	12.6%	18.1	i	-10.2%	i	-2.4	-0.8	-9.4%
CCOC(=O)c1c(C)nc2sc3c(=O)n(-c4ccc(OC)cc4)nnc3c2c1-c1ccc(OC)cc1	3.9%	38.6	-5.2%[57.5 µM]	-1.6%	i	24.0	0.6	7.7%
COc1ccc(/C(CC2(O)C(=O)Nc3ccccc32)=N\O)cc1 (centres undefined)	0.3%	14.5	i	0.9%	i	-1.1	0.0	9.9%
COc1cc(/C=C/C(=O)OCC(=O)Nc2ccc(S(=O)(=O)N3CCCC3)cc2)ccc1O	14.4%	-23.6	-18.2%	0.1%	i	-0.7	0.7	-13.2%
COC(=O)c1sc(N)nc1CCNC(=O)OC(C)(C)C	3.9%	17.2	-1.4%	.	i	7.5	.	2.4%
COc1ccc(C(Cl)=C(c2ccc(OC)cc2)c2ccc(OC)cc2)cc1	-3.4%	18.0	i	0.5%	i	0.0&-24.2	0.3	?
CO/N=C/NC(=O)N1OC[C@@H]2COc3ccc4ccccc4c3[C@@H]21	4.3%	-14.9	i	-0.2%	i	1.7	-2.2	-8.0%
CC(=NNC(=O)c1cccs1)c1ccc2c(c1)OCCO2	0.2%	-20.5	-11.5%	-4.5%	i	-6.9	1.2	-9.1%
O=C(CCN1C(=O)c2ccccc2C1=O)C1=NN[C@@H]2C(=O)N(c3ccc(F)cc3)C(=O)[C@H]12	-0.7%	5.4	i	1.5%	i	4.7	-0.2	-1.6%
CC(=O)NN1C(=O)/C(=C\c2ccccc2)SC1=S	-6.9%	-5.1	-31.3%[inhibitor]	-0.7%	i	-4.0	0.9	-14.2%
CCCCN1C(=O)C(CC(=O)NCCCCc2ccccc2)CC(C(=O)N(C(C)C)C(C)C)=C1C (centres undefined)	-2.6%	0.6	-23.7%	.	i	1.2	-0.1	0.1%
O=C1CSC(c2cccc(F)c2)N1c1ccccc1 (centres undefined)	2.7%	5.1	-4.7%	-2.4%	i	0.0	1.1	-5.6%
Cc1ccc(-c2cc(C(=O)Nc3sc4c(c3C(=O)NCc3ccco3)CCC4)[nH]n2)c(O)c1	3.5%	4.7	i	-8.1%	i	0.4	-0.6	1.2%
Cc1cccc(OCc2n[nH]c(=S)o2)c1C	0.5%	1.8	i	1.0%	i	-2.3	-1.8	-0.4%
Oc1ccc(/C=C/c2nc(-c3ccccc3O)n(-c3ccccc3)n2)cc1	24.2%	11.7	i	1.3%	i	25.7	-1.9	-1.6%
O=C(Nc1ccc(Cl)cn1)c1cnn2cccnc12	-0.2%	?	-2.9%	.	i	2.0	-1.0	-1.2%
COc1ccc(C(=O)Nc2ccccc2N2CCOCC2)cc1S(=O)(=O)N1CCOCC1	4.1%	22.4	i	-1.2%	i	1.0	0.4	6.9%
Cc1ccc(NC(=O)COc2ccc(/C=N\NC(=O)c3cccnc3)cc2)cc1C	9.4%	-8.7	7.0%	-4.8%	i	-9.9	1.9	-18.3%
COc1cccc(-n2c(SCC(=O)N3CCOCC3)nnc2-c2c[nH]c3ccccc23)c1	5.4%	-4.4	-13.6%	-2.0%	i	2.6	-6.7	-4.5%
O=[N+]([O-])c1ccc(NCc2ccc(Cl)cc2)nc1	3.9%	-13.7	-26.1%	-2.2%	i	-12.9	-2.2	-11.5%
CC(OC(=O)c1nn(C(C)C)c(=O)c2ccccc12)C(=O)Nc1ncc(Cl)cc1Cl (centres undefined)	-2.7%	-5.7	-6.1%	1.3%	i	7.5	1.0	9.0%
COc1ccc(NC(=O)c2ccccc2NC(=O)C2CC=CCC2C(=O)O)cc1 (centres undefined)	1.0%	13.6	7.4%	-0.9%	i	-9.0	1.6	4.5%
O=C(O)CSc1c2c(nc3cc(C(=O)Nc4cccc(C(F)(F)F)c4)ccc13)CCCC2	-8.3%	5.4	-21.5%	-8.0%	i	2.4	-1.8	-20.3%
CC(=O)c1sc(Nc2ccccc2)nc1C	-1.6%	15.7	-7.6%	.	i	9.9	0.1	13.7%

Carrying on:
SMILES	EPAC2 agonist	DRD3 antagonist	PTHR1 agonist	MmCpn inh	Akt phos inh	D3 ag	CCT chaperon mod	EPAC2 antagonist
O=C(C1COc2ccccc2O1)N1CCN(Cc2ccccc2)CC1 (centres undefined)	4.3%	-17.6	-0.2%	0.4%	i	-15.6	0.6	-1.9%
O=C(N/N=C/c1cc2c(cc1[N+](=O)[O-])OCO2)c1cccnc1	6.3%	-1.6	10.7%	0.5%	i	-6.8	0.9	2.6%
COc1ccc(-c2cnc3c(c2)C(=O)N([C@H](C)CO)C[C@@H](C)[C@H](CN(C)Cc2ccccc2)O3)cc1	3.8%	14.3	i	.	i	0.0	1.1	-9.4%
CCn1cc(CCC(=O)NCCc2ccccc2)c2ccccc21	-4.9%	6.3	i	-1.1%	i	-4.2	0.2	-7.2%
O=C(COc1cccc2cccnc12)NNC(=O)Nc1ccccc1	4.2%	-2.4	i	0.7%	i	-12.5	-0.6	1.9%
CCOC(=O)CCc1c(C)nc(SCCCn2c(=O)[nH]c3ccccc32)c(C#N)c1C	15.1%	3.5	-4.3%[57.5 µM]	-1.3%	i	13.1	-4.2	-7.4%
Cc1ccc(OCC(=O)Nc2ccc(S(=O)(=O)N3CCOCC3)cc2)c([N+](=O)[O-])n1	7.1%	0.7	i	-0.4%	i	1.0	0.1	2.6%
CCOC(=O)N1CCN(S(=O)(=O)c2c(C)cc(C)cc2C)CC1	4.0%	36.5	-2.0%	-0.3%	i	-4.5	1.3	5.4%
CCn1cc(C(=O)NCCCOC(C)C)c(=O)c2cc(S(=O)(=O)N3CCCC3)ccc21	2.8%	-5.4	28.0%	0.2%	i	3.1	-3.9	-2.7%
COCCN1CCC(CNCc2cn(-c3cc(C)ccc3C)nc2-c2ccccc2)C1 (centres undefined)	7.8%	-13.5	-19.2%	1.4%	i	-3.9	0.2	0.2%[57.1 µM]
O=C(Cn1cnc(S(=O)(=O)N2CCCCC2)c1)Nc1ccc(OC(F)(F)F)cc1	1.4%	-8.5	-34.5%	-6.1%	i	2.8	-5.2	-0.2%
O=C(COC(=O)c1cccc(NS(=O)(=O)c2ccc(F)c(F)c2)c1)NC(=O)NC1CCCCC1	11.1%	-13.2	-94.5%[inhibitor]	1.6%	i	-9.3	2.1	-4.7%
CCN(CC)CCCN1C(=O)C(=O)/C(=C(/O)c2c(C)nc3ccccn23)C1c1ccc(C)o1 (centres undefined)	2.8%	0.9	i	.	i	-4.0	0.3	7.4%
Cc1ccnc(NC(=O)CNC(=O)c2ccc(C)s2)c1	-6.3%	14.5	i	-0.3%	i	-10.1	3.2	6.2%
Cn1c2c(c(=O)n(C)c1=O)C(NC(=O)c1cccs1)(C(F)(F)F)C(=O)N2 (centres undefined)	7.1%	-27.6	i	0.1%	i	-4.7	-0.7	-3.3%
COc1ccc(/C=C2\SC(=S)N(CCC(=O)Nc3ccccn3)C2=O)cc1OC	12.2%	9.1	i	2.7%	i	6.6	2.2	5.8%
CCOC(=O)c1c(NC(=O)CCN2C(=O)c3ccccc3C2=O)sc(C(=O)OC(C)C)c1C	3.4%	11.9	22.1%[57.5 µM]	-3.9%	i	6.0	-0.4	0.3%
O=C1C2CC=C(Cl)CC2C(=O)N1CCC[n+]1cccc2ccccc21 (centres undefined)	-7.5%	-1.9	-21.9%	1.8%	i	1.3	1.7	12.6%
Cc1ccccc1C=O	6.3%	5.0	i	-1.4%	i	5.2	-0.8	0.6%
CC(C)(C)C(=O)OC/C(N)=N/OC(=O)c1ccc(Cl)cc1	5.4%	2.6	-16.1%	0.8%	i	8.0	-1.5	0.2%
O=C(NCc1nc(-c2ccc(Cl)cc2)no1)c1ccco1	7.8%	3.9	i	0.1%	i	11.7	-2.4	-1.2%
O=C(O)c1cccc(S(=O)(=O)N2CCC(Cc3ccccc3)CC2)c1	4.0%	4.0	-31.1%[inhibitor]	-2.3%	i	7.0	1.5	2.9%
COc1ccc(C(C)NC(=O)C2CCCC2)cc1 (centres undefined)	4.0%	?	i	1.1%	i	2.7	0.2	-3.6%
Cc1ccc(C)c(/C=N/n2cc(-c3ccccc3)[nH]c2=S)c1	7.4%	?	-33.9%[inhibitor]	-4.1%	i	-7.3	0.5	7.3%
Cc1noc(NS(=O)(=O)c2ccc(NC(=O)c3ccccc3NS(=O)(=O)c3ccc(F)cc3)cc2)c1C	2.9%	1.3	-4.5%	0.5%	i	17.2	-1.5	1.8%
Brc1cccc(OCCOCCn2ccnc2)c1	2.2%	-21.7	i	-0.4%	i	-3.2	-1.2	-0.7%
Nc1nc(N)nc(-c2ccc([N+](=O)[O-])o2)n1	7.0%	16.2	i	.	i	12.7	-1.2	11.2%

Some of the compounds tested; rates above refer to the full screens.
